iPSC survival up = enhancers of human iPSC single-cell survival; hiPSC single-cell survival, ATPlite luminescence; 100% = ROCK inhibitor wells, 0% = DMSO; survival enhancement, % at 20 µM; 360,000 tested, 0.044% active; AID 602274; in the data active = survival enhancement above about 18%;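 also: cells exposed to compounds for 16 hours before the ATP read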
aDG glyco up = alpha-DG glycosylation activation. Pro5-aDG cells, alpha-DG glycosylation AlphaScreen (IIH6); 0% Pro5, 100% B10-LARGE cell signal. activation, % at 10 µM. 360,000 tested, 0.22% active;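 active = activation of at least 8% versus controls, or a plate z-score of at least 8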;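 also: Pro5 are CHO cells carrying HIG-tagged alpha-DG that lacks glycosylation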
ABCB6 inh 2 = inhibitors of human ABC transporter ABCB6 | Q9NP58 | K562-ABCB6 porphyrin accumulation, flow cytometry, 1 h; stronger effect = lower value | fluorescence ratio to DMSO, % at 10 µM | 360,000 tested, 0.19% active | AID 602162;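 active = fluorescence ratio to DMSO below 75%, the collection mean minus 3 SD; inconclusive = too few cells collected in the well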;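 also: signal is porphyrin accumulated inside mitochondria; 100% equals median channel fluorescence of DMSO control wells; lower ratio means ABCB6 inhibition with less porphyrin fluorescence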
HTR2A ag = agonists of mouse serotonin 5-HT2A receptor (HTR2A) | P35363 | CHO-K1 mHTR2A beta-arrestin complementation, luminescence; percent of 30 µM serotonin response | activation, % at 7.6 µM | 360,000 tested, 0.66% active;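 active = activation above a run cutoff, the mean activation of all tested compounds plus 3 SD, cut at about 14% in these data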;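 also: 0% = plate median of compound wells and 100% = 30 µM serotonin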
Target sequence (P35363 whole entry, looked up): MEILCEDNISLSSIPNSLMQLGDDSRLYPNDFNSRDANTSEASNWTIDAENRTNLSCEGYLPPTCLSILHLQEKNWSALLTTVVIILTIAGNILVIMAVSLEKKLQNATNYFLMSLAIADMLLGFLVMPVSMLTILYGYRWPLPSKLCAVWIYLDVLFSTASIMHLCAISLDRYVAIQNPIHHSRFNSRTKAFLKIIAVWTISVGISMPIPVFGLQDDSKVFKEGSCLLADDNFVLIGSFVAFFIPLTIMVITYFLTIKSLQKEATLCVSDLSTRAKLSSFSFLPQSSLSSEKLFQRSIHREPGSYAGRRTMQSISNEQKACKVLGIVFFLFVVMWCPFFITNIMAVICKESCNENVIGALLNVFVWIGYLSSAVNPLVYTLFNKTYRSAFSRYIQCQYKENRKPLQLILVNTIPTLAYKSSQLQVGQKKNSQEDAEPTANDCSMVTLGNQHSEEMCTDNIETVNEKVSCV
N-glyco inh = N-linked glycosylation inhibition; D54 ERlucT glycosylation luciferase reporter, 24 h; percent of 100 nM tunicamycin response; reporter increase, % at 12.5 µM; 360,000 tested, 0.23% active;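 active = mean luciferase reporter signal, scaled so untreated is 0 and the glycosylation-blocking control 100, at or above a set limit in every replicate; inconclusive = mean reaches the limit but not every replicate does; inactive = mean below the limit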;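 also: luciferase carries N-glycosylation sites so blocking glycosylation raises the light; 0% = median of neutral control wells and 100% = median of 100 nM tunicamycin wells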
PDI inh = PDI (human) enzyme inhibition | P07237 | PDI insulin aggregation turbidity, A650, 90 min | inhibition, % at 10 µM | 350,000 tested, 0.052% active | AID 588391;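 active = mean inhibition across replicates of 30% or more, whatever share of single replicates reach that level; inconclusive = mean inhibition below 30% while every single replicate reaches 30%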;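 also: absorbance from insulin aggregation driven by PDI reduction with DTT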
Target sequence (P07237 whole entry, looked up): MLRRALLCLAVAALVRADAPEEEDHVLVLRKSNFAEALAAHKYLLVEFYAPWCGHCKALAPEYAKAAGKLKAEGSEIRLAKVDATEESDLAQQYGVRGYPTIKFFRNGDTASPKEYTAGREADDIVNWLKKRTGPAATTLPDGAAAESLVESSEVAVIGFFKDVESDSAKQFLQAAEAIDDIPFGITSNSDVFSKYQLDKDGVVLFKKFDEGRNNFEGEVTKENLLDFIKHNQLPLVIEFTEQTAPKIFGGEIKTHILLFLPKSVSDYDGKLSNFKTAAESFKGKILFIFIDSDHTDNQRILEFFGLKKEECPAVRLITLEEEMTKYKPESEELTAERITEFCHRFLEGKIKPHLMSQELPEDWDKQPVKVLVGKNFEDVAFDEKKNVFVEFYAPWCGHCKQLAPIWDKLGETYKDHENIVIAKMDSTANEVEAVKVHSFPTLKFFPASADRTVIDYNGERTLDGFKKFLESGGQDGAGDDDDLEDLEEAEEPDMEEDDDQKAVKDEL
Exocytosis inh = lytic granule exocytosis inhibition; 360,000 tested, 0.66% active; inhibition, % at 10 µM; TALL-104 LAMP-1 surface exposure, flow cytometry; cells stimulated with thapsigargin and PMA; AID 651702;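 active = inhibition above about 55%, limit read from the data; inconclusive = no clear call, values can overlap the other calls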
Vif imaging = blocks HIV Vif function | HEK293T cells, Vif self-association by quenched fluorescence, imaging, 24 h | inhibition, % at 7.49 µM | 340,000 tested, 0.35% active | AID 602346; in the data active = inhibition above about 50%, passing the limit was not always enough; inconclusive = no clear call, values can overlap the other calls; inactive = below about 31%; also: some results filed as inactive read as strong as hits
CaV13 ICDI inh = Disruptors of the CACNA1D IQ motif to Ca2+-dependent inactivation inhibitor domain association, primary screening, Förster resonance energy transfer in intact living … | AID 743397 | 340,000 tested, 0.098% active | HEK cells, CFP/YFP FRET ICDI-IQ, plate reader, 10 min; percent FRET-ratio fall versus neutral wells | inhibition, % at 12.3 µM;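 active = mean replicate inhibition of at least 30% and at least 1% of replicates passing that level; inconclusive = only one of the two criteria is met; inactive = neither criterion is met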;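 also: 0% = median of the neutral control wells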
H9c2 protect = myocardial damage modulation in H9c2 cells. H9c2 cardiomyocytes, H2O2 injury protection, ATPLite, 2 h. protection from H2O2 cell death, % at 20 µM. 360,000 tested, 0.63% active;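 active = compounds giving at least 50% protection of heart cells from peroxide-induced death in the single-dose screen, raw or plate-pattern-corrected value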;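 also: 0% = DMSO wells with peroxide and 100% = DMSO wells without peroxide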
An asterisk follows results filed as active; i = inactive; ? = inconclusive; . = no result given.

The opening two compounds, to show the layout:
SMILES	iPSC survival up	aDG glyco up	ABCB6 inh 2	HTR2A ag	N-glyco inh	PDI inh	Exocytosis inh	Vif imaging	CaV13 ICDI inh	H9c2 protect
Cc1ccc(Cl)c(NC(=S)N(CCCN2CCOCC2)Cc2ccco2)c1	1.6	0.1	82	-6	1	16	-1	5	-9	2
CC(=O)c1cccc(Nc2nc(-c3cccc([N+](=O)[O-])c3)cs2)c1	-0.4	-0.2	89	-1	0	0	12	.	.	-3

This part in full, from the first entry:
SMILES	iPSC survival up	aDG glyco up	ABCB6 inh 2	HTR2A ag	N-glyco inh	PDI inh	Exocytosis inh	Vif imaging	CaV13 ICDI inh	H9c2 protect
Cc1ccc(Cl)c(NC(=S)N(CCCN2CCOCC2)Cc2ccco2)c1	1.6	0.1	82	-6	1	16	-1	5	-9	2
CC(=O)c1cccc(Nc2nc(-c3cccc([N+](=O)[O-])c3)cs2)c1	-0.4	-0.2	89	-1	0	0	12	.	.	-3
FC(F)(F)c1nc(NCC2CCCO2)c2nnn(Cc3ccccc3Cl)c2n1 (configuration not stated)	2.0	0.6	90	3	-3	2	0	3	-5	-28
Cc1ccc(S(=O)(=O)N/N=C/c2ccc(OCC(=O)NC(C)C)cc2)cc1	6.2	-0.2	100	-1	-1	2	5	-6	.	9
CC(C)c1ccc2c(c1)c(SC(C)(C)C)c(CC(C)(C)C(=O)O)n2Cc1ccc(Cl)cc1	-0.6	-0.1	102	1	1	16	12	-4	-5	-26
O=C1c2ccccc2C(=O)N1CC(O)CN1CCOCC1 (configuration not stated)	1.5	-0.2	90	5	-1	1	-1	19	.	10
N#Cc1ccc(OCC(O)CS(=O)(=O)c2ccc(F)cc2)cc1 (configuration not stated)	-0.6	-0.1	100	1	-1	4	0	5	1	2
O=C(NCCc1ccccc1)c1noc2c1CCCCC2	-2.2	0.0	92	-2	-4	5	9	11	-3	2
NNC(=O)c1ccccc1-n1cccc1	-0.2	0.0	87	-4	0	-11	-4	-2	-4	-1
COc1ccc(OC)c(S(=O)(=O)N2CCN(CC(O)COc3ccc(C#N)cc3)CC2)c1 (configuration not stated)	1.0	-0.1	107	-4	1	-6	4	-2	-4	1
COc1ccc(OC)c(NC(=O)c2cc3ccccc3o2)c1	0.8	-0.1	91	-1	-1	4	-1	-7	-6	1
CS(=O)(=O)c1ccccc1-c1nnc(NC(=O)c2ccco2)o1	0.0	-0.3	104	0	2	0	4	3	-5	4
O=C(NCCc1ccc(F)cc1)Nc1ccccc1Cl	-0.4	-0.1	98	-1	-3	1	-3	5	-10	-8
Cc1c(NC(C)C)c(=O)n(-c2ccccc2)n1C	-0.9	-0.1	96	1	1	-5	-5	0	-7	-8
CCS(=O)(=O)C(=C1NCCO1)S(=O)(=O)CC	-2.3	-0.3	109	7	-1	-2	-5	-26	-6	2
CC(C#N)(NC(=O)COC(=O)c1ccccc1NCCO)C1CC1 (configuration not stated)	-0.4	0.3	98	3	1	0	-13	15	-6	0
CCN1CCN(c2ccc(S(=O)(=O)N3CCOCC3)cc2NC(=O)/C=C/c2ccc(OC)c(OC)c2)CC1	-0.4	-0.3	104	-18	0	9	2	4	-5	7
CCOc1ccc(-c2nnc3ccc(SCC(=O)Nc4cc(C)on4)nn23)cc1	0.0	-0.2	94	1	0	6	-2	-4	-9	12
CCN(CC)C(=O)Cn1cc(C(=O)C(=O)N2CCN(Cc3ccc4c(c3)OCO4)CC2)c2ccccc21	-0.3	-0.3	94	1	1	4	1	-14	-5	-6
COc1ccc(/C=N/NC(=O)c2cccc(S(=O)(=O)N3CCCC3)c2)cc1O	0.8	2.2	98	2	2	-1	-4	0	-7	7
CCNC(=O)C1(C)CCCN1C(=O)c1cnc2ccccc2n1 (configuration not stated)	-0.3	0.1	95	1	-1	0	-6	-7	-10	-1
COC(=O)C1NC(=O)N2C(C(=O)OC)C(C)(C)S[C@H]12 (some centres not stated)	-3.3	-0.1	98	8	1	0	8	4	-4	-2
O=C(Nc1ccc(N2CCOCC2)cc1)C1CC(=O)N(c2ccccc2)C1 (configuration not stated)	-1.3	-0.1	101	2	1	-4	1	23	-4	2
COc1ccc(-n2ncc3c(N4CCN(c5cccc(C)c5C)CC4)ncnc32)cc1	-2.5	-0.2	102	-2	0	0	-3	23	-5	-32
CC1=C(C(=O)Nc2ccccc2C)C(c2ccc(C)o2)NC(=S)N1 (configuration not stated)	0.3	-0.1	94	0	-1	7	-6	-5	-5	5

More results follow:
SMILES	iPSC survival up	aDG glyco up	ABCB6 inh 2	HTR2A ag	N-glyco inh	PDI inh	Exocytosis inh	Vif imaging	CaV13 ICDI inh	H9c2 protect
Cc1nnsc1C(=O)N/N=C/c1ccc2ccccc2c1O	-0.8	1.3	131	-6	-7	19	15	4	-8	14
CC1(C)CC2(CC(c3ccccc3F)c3ccc(O)c(O)c3O2)NC(=S)N1 (configuration not stated)	1.1	0.1	96	0	1	-3	5	-4	-2	4
COc1ccc(C(=O)NCc2ccncc2)cc1OC	0.9	-0.2	104	2	2	-7	-2	1	0	0
O=C(NCCCN1CCOCC1)C1CCN(S(=O)(=O)c2cccc(Cl)c2Cl)CC1	0.6	-0.1	90	3	1	-3	0	-1	-6	-3
Cc1cc(C(=O)N2CCCC(CO)(Cc3ccc(F)cc3)C2)c(C)o1 (configuration not stated)	-0.5	0.2	87	-9	1	1	18	-8	-5	1
O=C(CN1CCN(Cc2ccccc2)CC1)N1CCCCCC1	-0.4	-0.1	98	-3	1	2	1	-1	-1	0
Cc1cccc(C)c1NC(=O)CS(=O)CC(=O)NCCCc1ccccc1 (configuration not stated)	5.8	0.0	103	0	-1	0	-1	24	-7	4
Cc1nc2ncnn2c(C)c1CCC(=O)N1CCN(Cc2ccccc2)CC1	2.4	-0.2	88	4	3	8	-7	2	-5	0
Cc1ccc(SCCNC(=O)c2ccccc2C)cc1	-2.4	0.1	167	-1	-1	9	16	.	.	-6
O=C(O)CCN(CCC(=O)O)S(=O)(=O)c1ccccc1	0.0	-0.1	92	3	1	-5	-3	16	-5	-1
Cc1cccc(C(=O)NC2CCN(C(=O)NCc3ccccc3)CC2)c1	-0.4	0.0	76	-7	1	-3	1	0	-4	-2
O=C(COc1ccccc1[N+](=O)[O-])OCC(=O)N1CCC(Cc2ccccc2)CC1	-0.4	-0.3	97	-2	-1	11	3	0	-5	-8
O=C(Cn1nnc(-c2ccccc2)n1)NC1CCS(=O)(=O)C1 (configuration not stated)	0.2	0.2	102	-2	-1	0	-4	18	-6	-4
CNC(=O)c1c(NC(=O)c2ccc(S(=O)(=O)N3CCCCC3C)cc2)sc2c1CCN(C)C2 (configuration not stated)	-0.2	5.2	102	0	-1	8	4	17	.	-4
COC(=O)c1ccccc1NC(=S)N1CCN(C2CCCCC2)CC1	-0.2	-0.1	94	1	1	4	0	-5	-6	4
CCNC(=O)C1CCCN(C(=O)c2ccc(OC(F)F)cc2)CC1 (configuration not stated)	-0.5	-0.3	97	10	2	8	-4	-4	-11	3
Cc1ccc(C(=O)NCCc2nnc3ccc(NCc4ccc5c(c4)OCO5)nn23)cc1	1.2	-0.2	98	-4	1	-1	-6	4	-5	0
Cc1nc2ccc(NC(=O)c3ccc(Br)o3)cc2s1	-0.6	0.0	99	2	?	-2	-4	-2	-7	-8
Nn1c(SCc2cc([N+](=O)[O-])cc3c2OCOC3)nnc1-c1ccccn1	-0.2	0.0	98	8	1	4	-1	4	-5	11
COc1cc(NC(=O)CN(C)Cc2ccc(OC(F)F)cc2)c(C)cc1[N+](=O)[O-]	-1.9	0.7	90	-3	0	-4	0	-5	-4	-10
CCOC(=O)CN1C(=O)C(=O)N(Cc2c(Cl)cccc2Cl)C1=O	0.5	0.1	97	1	2	9	29	-9	-2	0
C=C1CCC[C@]2(C)C[C@H]3OC(=O)C(CNCC(C)C)[C@H]3CC12 (some centres not stated)	1.3	-0.3	102	1	-13	0	6	-6	-6	2
O=C(O)CCN1Cc2ccccc2C1=O	-2.1	-0.2	94	0	0	-3	-2	-19	-5	-1
Cc1cccc(S(=O)(=O)NC(=O)C2(C)CCN2C(=O)CCc2ccccc2)c1 (configuration not stated)	-1.0	-0.3	94	10	3	-7	6	-10	-5	10
CCOc1ccc(C(=O)Nc2ccncc2)cc1	-1.2	1.4	95	2	0	-5	-4	-17	-7	-10

Next compounds follow.
SMILES	iPSC survival up	aDG glyco up	ABCB6 inh 2	HTR2A ag	N-glyco inh	PDI inh	Exocytosis inh	Vif imaging	CaV13 ICDI inh	H9c2 protect
COc1ccc(CCN2CC(C(=O)O)CC2=O)cc1 (configuration not stated)	2.7	-0.1	102	-2	2	-2	4	18	-8	6
COc1ccc(S(=O)(=O)N2CCC(N3CCCC3)CC2)cc1	-0.5	0.1	97	-2	-2	2	-1	7	-2	3
CC(=O)C1=C(O)C(=O)N(c2ccc(O)cc2)C1c1ccccc1[N+](=O)[O-] (configuration not stated)	-0.5	-0.1	105	2	3	7	-5	-3	-1	2
O=C(OCc1nc2ccsc2c(=O)[nH]1)c1ccc(Cl)s1	0.2	0.1	98	-3	1	15	-2	-10	-7	3
Cc1ccsc1C(=O)N1CCc2ccccc2C1	-0.3	-0.7	98	3	-1	6	2	-2	.	0
CC(=O)NCCNC(=O)c1ccc(CSc2nc3ccccc3s2)cc1	-0.2	0.1	94	-4	-21	-8	10	5	.	-13
CCOC(=O)[C@@H]1[C@H]2COc3ccccc3[C@@H]2N2C(=O)N(c3cccc(C)c3)C(=O)[C@]12C	-0.1	0.2	95	1	-1	-2	2	-3	-4	5
CCOC(=O)C(Cc1ccc(N)cc1)N1C(=O)c2ccccc2C1=O (configuration not stated)	-0.4	0.0	98	-1	0	2	1	-6	-5	-5
CCc1nc2c(OCc3ccc(C(F)(F)F)cc3)cccn2c1N(C)C(=O)c1ccc(OC)cc1	0.2	0.2	90	-2	3	-6	8	5	-4	-4
O=C(CC1C(=O)NCCN1C(=S)Nc1ccccc1)Nc1ccc(F)cc1 (configuration not stated)	0.6	-0.4	96	-1	0	1	-2	-2	-18	0
CC(C)COc1ccc(Br)cc1CNC(C)(C)C	-0.4	0.0	94	-4	1	-3	8	22	-6	-6
Cc1ccc(C(=O)O)c(C(=O)Nc2nc3ccccc3s2)c1	-0.5	-0.2	99	-2	-1	0	1	1	-4	0
COc1ccccc1C(=O)Oc1cc(N)n(S(=O)(=O)c2ccc(C)cc2)n1	6.5	0.8	94	4	7	0	-2	4	-4	-2
Cc1ccc(C)c(NC(=O)Cc2ccc(S(=O)(=O)N3CCCCC3)s2)c1	-2.3	0.1	91	-10	0	3	5	-5	-15	-8
COc1ccccc1Nc1nc(NCCCCO)nc(N2CCCC2)n1	-0.3	0.2	102	-9	7	-4	-12	i	-9	-1
Cc1cc(Br)ccc1N=C1NC(=O)CS1	0.2	-0.1	99	-2	3	7	-4	3	0	2
COc1cc(/C=C/C(=O)OCC(=O)Nc2cccc(Oc3ccccc3)c2)ccc1O	-0.2	0.3	99	-2	1	-4	21	.	-5	-4
CCOC(=O)c1sc2nc(C)nc(NCc3ccc(F)cc3)c2c1C	0.2	0.5	103	4	-3	4	-2	-30	-6	-7
COc1ccccc1N1CCN(C(=O)c2cc(-c3ccc(F)cc3)on2)CC1	-0.3	0.0	85	-4	4	-3	-12	-7	-3	-2

Assay outcomes (PubChem BioAssay)

An unsorted share of the library (roughly 3.1% active in at least one column).
